From PubChem BioAssay
12-LOX inh – ALOX12 (human) lipoxygenase inhibition. P18054. purified 12hLO, xylenol orange hydroperoxide absorbance. Potency, µM (highest dose often 108 µM), without a hit: top-dose activity change, negative = inhibition, hits mostly inhibitors. hit rate 1.1% among 580,000. AID 1671190; active = well fitted inhibition curve with a large enough effect; inconclusive = small, poorly fitted or top-dose-only effect, or another doubt; inactive = no such curve, though single readings can be large or run the other way
Target sequence (P18054 whole entry, looked up): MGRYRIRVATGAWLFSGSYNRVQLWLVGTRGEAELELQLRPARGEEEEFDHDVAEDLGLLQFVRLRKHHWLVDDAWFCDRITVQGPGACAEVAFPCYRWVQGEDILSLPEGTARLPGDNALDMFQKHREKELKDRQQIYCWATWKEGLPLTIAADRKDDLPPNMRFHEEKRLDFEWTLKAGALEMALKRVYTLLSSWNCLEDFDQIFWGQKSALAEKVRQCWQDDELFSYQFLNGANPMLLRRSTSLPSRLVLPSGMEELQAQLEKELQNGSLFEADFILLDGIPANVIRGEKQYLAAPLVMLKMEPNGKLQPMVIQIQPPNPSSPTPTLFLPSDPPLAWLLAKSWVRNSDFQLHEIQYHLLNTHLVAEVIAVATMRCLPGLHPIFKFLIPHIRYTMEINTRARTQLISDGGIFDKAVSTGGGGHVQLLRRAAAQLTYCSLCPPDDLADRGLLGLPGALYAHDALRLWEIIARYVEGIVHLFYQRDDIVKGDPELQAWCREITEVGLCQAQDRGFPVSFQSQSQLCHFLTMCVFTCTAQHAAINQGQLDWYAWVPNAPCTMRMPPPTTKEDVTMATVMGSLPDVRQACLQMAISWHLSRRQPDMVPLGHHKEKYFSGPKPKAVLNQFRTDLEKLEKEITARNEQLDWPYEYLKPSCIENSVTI
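Purified human 12hLO at 150 nM in 25 mM Hepes, 0.01% Triton X-100, pH 7.0, preincubated 15 min at room temperature with compound. Reaction started with 40 uM arachidonic acid, 30 min at room temperature. Hydroperoxide measured by Fe-xylenol orange, 573/405 nm absorbance ratio.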
* = called active by the depositor; ? = inconclusive; [ ] = another dose, or the depositor's remark. % is set by controls: 0 for no effect and ±100 for the full control effect; potency is the fitted concentration of half-maximal effect.

12-LOX inh	canonical_smiles
-5%	CCCn1c(=O)n(CC(=O)Nc2ccc(Cl)cc2)c(=O)c2c1nc(C)n2CCOC
-1%	COc1ccc(NC(=O)C2CC(=O)N(Cc3ccccc3)C2)cc1S(=O)(=O)N1CCCCC1 (stereo not drawn)
-28%	Cc1ccc(NC(=O)C2CCCN(c3cnc4ccccc4n3)C2)c(C)c1 (stereo not drawn)
21%	COc1cc(Cl)ccc1C(=O)N1[C@@H]2CC[C@H]1CC(NC(=O)c1ccncc1)C2 (stereo partly drawn)
?	CCc1ccc(OCC(=O)NC(c2ccccc2)c2cccs2)cc1 (stereo not drawn)
5%	CCOc1cccc(CNC(=O)C2CCCCC(=O)N2Cc2cccc(OC)c2)c1 (stereo not drawn)
?	CCc1ccc(NC(=O)c2nc3ccccc3nc2N2CCOCC2)cc1
?	Cn1nccc1C(=O)N1CCCC(c2nn[nH]n2)C1 (stereo not drawn)
31%[activator]	O=C([C@@H]1C[C@H](Oc2ccccc2)CN1C(=O)CCCc1ccccc1)N1CCCC1
34%[activator]	CN1CCN(c2cc(-c3cncc(N)c3)nc(N)n2)CC1
11µM*	COCCNc1nc(-c2ccc(N3CCCC3=O)cc2)cs1
?	Cc1cccc(NC(=O)CCc2ncc(-c3ccc(F)cc3)o2)c1C
9%	Cc1ccc(-c2nnn(Cc3csc(-c4ccccc4Cl)n3)n2)cc1
21%	COc1nccnc1NC1CCN(C(=O)NCCc2ccccc2)CC1
50%[activator]	CCn1ccc(C(=O)N2CCC(N3C(=O)C(O)C34CCCCC4)CC2)n1 (stereo not drawn)
15%	c1ccc(N2CCN(c3nc(N4CCCC4)nc4nccnc34)CC2)cc1
-8%[176 µM]	COc1ccc(S(=O)(=O)N[C@H](C)c2c(-c3ccc(F)cc3)noc2C(=O)O)cc1
18%	COc1ccc(C(CC(=O)NCc2ccccc2)c2c[nH]c3ccccc23)cc1OC (stereo not drawn)
40%[activator][176 µM]	Clc1cccc(CN2CCOC[C@H](Oc3ccccc3)C2)c1
-21%	CCc1ccccc1NC(=O)c1ccc2c(Cl)c3c(nc2c1)CCCC3

By substructure: the compounds so far with four or more nitrogen atoms (9)
12-LOX inh	canonical_smiles
-5%	CCCn1c(=O)n(CC(=O)Nc2ccc(Cl)cc2)c(=O)c2c1nc(C)n2CCOC
-28%	Cc1ccc(NC(=O)C2CCCN(c3cnc4ccccc4n3)C2)c(C)c1 (stereo not drawn)
?	CCc1ccc(NC(=O)c2nc3ccccc3nc2N2CCOCC2)cc1
?	Cn1nccc1C(=O)N1CCCC(c2nn[nH]n2)C1 (stereo not drawn)
34%[activator]	CN1CCN(c2cc(-c3cncc(N)c3)nc(N)n2)CC1
9%	Cc1ccc(-c2nnn(Cc3csc(-c4ccccc4Cl)n3)n2)cc1
21%	COc1nccnc1NC1CCN(C(=O)NCCc2ccccc2)CC1
50%[activator]	CCn1ccc(C(=O)N2CCC(N3C(=O)C(O)C34CCCCC4)CC2)n1 (stereo not drawn)
15%	c1ccc(N2CCN(c3nc(N4CCCC4)nc4nccnc34)CC2)cc1

Going on with the list.
12-LOX inh	canonical_smiles
?	COc1cccc([S+](=O)([O-])N2CCn3cc(C(=O)Nc4ccc(Cl)cc4Cl)nc3C2)c1
?	CCCCNC(N)=S
9%[176 µM]	Cc1ccoc1-c1nc2ccncc2[nH]1
34%[activator]	CN(C)C[C@@H]1CN(c2ccncn2)C[C@H]1NC(=O)Cc1c(F)cccc1Cl
-4%	CCCCc1c(C)nc2ccccc2c1SCC(=O)O
87%[activator]	Cc1noc(C)c1[S+](=O)([O-])N1CCCC2(C1)C(=NC1CCCCC1)NC(=O)N2c1cccnc1 (stereo not drawn)
-5%	CC(Sc1nnc(-c2cccs2)n1C1CC1)C(=O)NC(C)(C)C (stereo not drawn)
-22%	CCCCCCCCN1C(=O)[C@@H](CC(=O)N2CCSCC2)C[C@@]2(C(=O)OC)C1=C[C@H](C(C)(C)C)O[C@@H]2C
-7%[176 µM]	CCN(CC)C(=O)C[C@@H]1CCNC[C@@H]1Cc1cc(C(=O)OC)on1
1%	COc1ccccc1OC(=O)COc1c(C)cc(Br)cc1Cl
31%[activator]	C=CCNc1nc(C)nc2c1CCN(C(=O)Cc1nnc(N)s1)CC2
3%	CCOc1ccc(NCc2cccn2-c2nnc(N3CCC(C(=O)NC(C)CC)CC3)s2)cc1 (stereo not drawn)
62%[activator]	CC1=C[C@@H](CNC(=O)NC2CCCCC2)[C@H](C(C)C)C[C@H]1Cc1nc2c(C)cccc2[nH]1
-9%	CCN1CCN(CCNC(=O)c2cc(-c3ccc(Cl)cc3)cn2CC)CC1
19%[176 µM]	Cc1ccc(CN2CC[C@H](c3nnc(-c4cccnc4)o3)C2)cc1
?	CNc1nc2cnc(Nc3cccc(F)c3)cc2n1CCOC
40%[activator]	NNC(=O)c1ccc([N+](=O)[O-])cc1
43%[activator][57.4 µM]	Cn1cnc(=N)c2[nH]cnc21
5%[6.33 µM]	O=C1NCc2ccccc2CC12CCN(CC1CCOCC1)CC2
9%	Cc1nn(-c2nc3c(c(=O)[nH]c(=O)n3C)n2C/C=C/c2ccccc2)c(C)c1C
3%	Cc1ccc(NC(=O)Cn2c(N(C)Cc3ccccc3)nc(C)cc2=O)c(Cl)c1
17%	O=C(c1ccc(Br)o1)N1C[C@@H](CO)[C@H](c2ccccn2)C1
-4%	CCC(C(=O)Nc1nnc(COC)s1)c1ccccc1 (stereo not drawn)
-3%	COc1c(C)cccc1C(=O)Nc1ccc2oc(-c3ccncc3)nc2c1
-2%	COc1ccc(OC)c(CNC(=O)c2ccc3c(c2)N(C)C2CCCCN2C3=O)c1 (stereo not drawn)
?	CCOc1ccc(N2C(=O)c3ccccc3NC23CCSC3)cc1 (stereo not drawn)
?	O=c1cc(CSc2ccc3c(c2)OCCO3)c2c(ccc3ccccc32)o1
-70%	CCc1ccc(NC(=O)CCCc2ccc(OC)cc2C)cc1
44%[activator]	CN1CCC(C2CCNC2)CC1 (stereo not drawn)
-7%	CN1CCN(c2ncnc3ccc(-c4ccccc4C#N)cc23)CC1
-1%	CC(C)(C)C1CCC2(CC1)NC(=O)N(CC(=O)NCc1ccc3c(c1)OCO3)C2=O (stereo not drawn)
106%[activator]	O=C1CCN(Cc2ccncc2)CCCC(c2nc(-c3cnccn3)no2)CCN1 (stereo not drawn)
74%[activator]	O=C(c1cc(-c2ccccc2O)n[nH]1)N1CCC2(CCNCC2)CC1
25%	CCn1cc(C(=O)N2C[C@@H](COC)[C@H](c3nc(C4CC4)no3)C2)cn1
-7%	Cc1oc(-c2nc(C#N)c(N3CCN(C)CC3)o2)cc1S(=O)(=O)N(C)c1ccccc1
?	CCC1CN(Cc2nc(CCOC)no2)CCC(=O)N1Cc1ccccc1 (stereo not drawn)
?	COc1ccc(C(C)=O)cc1CSCc1coc(-c2ccccc2)n1
?	CCCS(=O)(=O)Nc1ccc(F)c(C(=O)c2c[nH]c3ncc(-c4ccc(Cl)cc4)cc23)c1F
30%	Cc1noc([C@@H]2CN(C(=O)c3cccc(C(F)(F)F)c3)C[C@H]2C(N)=O)n1
48%[activator][176 µM]	O=C(COc1ccccc1)N1CCOCC12CCN(Cc1ccccc1)CC2
?	CN(C(=O)COC(=O)c1ccc(F)c(Cl)c1)c1ccc(F)cc1
-5%[176 µM]	CN(C)C(=O)c1ccc2c(c1)NC(C)(CCCCc1ccccc1)CO2 (stereo not drawn)
4%	Cc1nc2c(c(-c3ccc(O)cc3)n1)CN(Cc1ccc(C(F)(F)F)cc1)CC2
1%[6.33 µM]	CCC(=O)N1Cc2ccccc2CC2(CCCN2Cc2ccccn2)C1 (stereo not drawn)
?	CNC(=O)c1ccc(NC(=O)c2ccc3c(c2)NC(=O)CS3)cc1
44%[activator]	COCCOCC(=O)N1CCC(C(=O)N2CCCCCCNC(=O)CC2)CC1
-1%	NS(=O)(=O)c1ccc(C(=O)NC(Cc2ccncc2)C2CC(O)C2)cc1 (stereo not drawn)
46%[176 µM]	CC(=O)N1CCC(c2nn(-c3ccccc3)c(=O)[nH]2)CC1
?	c1ccc(-c2nnc3ccc(SCc4ccco4)nn23)cc1
4%	CC[N+]1(CC=C(C)C)CCCCC1
2%[176 µM]	COc1ccc(CN2C(=O)[C@@H]3C[C@@H](CN3C3CCCC3)Oc3ccccc32)cc1
-1%	CCc1ccc(NC(=O)C(C)N2CCN(c3cccc(C(F)(F)F)c3)CC2)cc1 (stereo not drawn)
?	O=C1c2cnc(-c3ccccc3OCc3ccccc3)nc2OCCN1CC1CC1
58%[activator]	Cc1nn(-c2ccc(C(F)(F)F)cc2)c(C)c1[C@@H]1C=C[C@@H](NC(=O)CCCC(=O)O)C1
?	CC(NC(=O)CNC(=O)C1CCC(CNS(=O)(=O)c2ccc(Cl)cc2)CC1)c1ccccc1 (stereo not drawn)
56%[activator]	COc1ccc(C(=O)Nc2ccnn2C2CCN(C(C)=O)CC2)cc1
8%[176 µM]	COc1ccc(CN2CC[C@H](c3nc4ccc(OC)cc4[nH]3)C2)cc1
26%[176 µM]	COc1cccc(-c2cc(-c3cccnc3)c3cncn3c2)c1OC
22%	COc1ccc(Cc2nc3nccc(-c4cccnc4)n3n2)cc1
?	COc1ccc(-c2nc(COc3ccc(F)c(Cl)c3)co2)cc1

The list goes on.
12-LOX inh	canonical_smiles
-2%	CN1OC[C@@H]2CN(C(=O)c3ccc([N+](=O)[O-])cc3)[C@H](c3ccccc3Br)C[C@@H]21
0%	CCOC(=O)C1=C(C)NC(=O)C1(NC(=O)c1ccc(OC)c(OC)c1)C(F)(F)F (stereo not drawn)
7%	O=C(N[C@H]1C[C@H]2C(=O)NC[C@@H](CCC(=O)N3CCN(c4ccccc4)CC3)N2C1)c1ccco1
26%[176 µM]	C[C@H]1[C@@H]2[C@H]3OC(=O)[C@@H](C)[C@@H]3CC[C@@]2(C)CC[C@@H]1NC(=O)CC(C)(C)C
25%	O=C(NC1CC1)C1CCN(C2CCN(C(=O)c3c(O)cccc3O)CC2)CC1
-3%	CN1CCN(c2ccc(NC(=O)c3ccccc3F)nc2)CC1
2%	COCCn1c(SC(C)C(N)=O)nnc1-c1cccc(C)c1 (stereo not drawn)
30%	Cc1c(Cl)cccc1NC(=O)N1CC(C(=O)N(C)C)C2(CCOCC2)C1 (stereo not drawn)
55%[activator]	CC(C)Oc1ccc2c(NC(=O)C3CCOC3)nn(Cc3ccccc3)c2c1 (stereo not drawn)
-30%	Cc1ccc(C)c(NC(=O)COc2ncnc3ccccc23)c1
?	Cc1nccn1CCCC(=O)N[C@@H]1CCOC[C@H]1OCC(=O)O
7%	CCOc1ccc(NC(=O)N2CCC(N(C)C(C)C)CC2)cc1
?	CC(NC(=O)Cc1c[nH]c2ccccc12)c1cc2ccccc2o1 (stereo not drawn)
49%	COc1ccc2nc(/C=C/c3ccc(OC)c(OC)c3OC)sc2c1
-22%	Cc1c2occ(C(C)(C)C)c2cc2c1oc(=O)c1ccccc12
?	CCc1ccc(CNC(=O)C(=O)c2c(C)[nH]c3ccccc23)cc1
37%[activator]	O=C(Cc1ccc(F)cc1)NC1CCN(c2cc(-c3ccccc3)[nH]n2)C1 (stereo not drawn)
?	Cc1ccc2c(COC(=O)CCc3ccc4c(c3)OCO4)cc(=O)oc2c1
54%[activator]	Nc1nnnn1Cc1nnc(SCc2ccccc2F)n1-c1ccccc1
?	Cc1ccc(O)c(C(=O)OCC(=O)Nc2cccc(N3CCCC3=O)c2)c1
3%	CCN1c2cc(C(=O)N3CCN(c4ccccc4)CC3)ccc2C(=O)N2CCCCC21 (stereo not drawn)
8%	COc1ccccc1C1CN(Cc2cccc3nccnc23)Cc2ccccc2O1 (stereo not drawn)
-18%	O=C(NCCc1ccncc1)c1ccccc1Br
32%[activator]	CCn1nc(C)c(C(=O)N[C@H]2CCOC[C@H]2C2CCOCC2)c1C
46%[activator][176 µM]	CNC(=O)C1(N2CCC[C@H]2C(=O)NCc2ccccn2)CCCCC1
21%[176 µM]	COc1cccc(Nc2ncc3c(n2)C(C)(C(=O)NCc2cccnc2)CC3)c1 (stereo not drawn)
41%[activator]	COc1ccc(-c2ccccc2)cc1N1C(=O)[C@@H]2C[C@H]1CN2C(=O)CNC(N)=O
46%[activator][176 µM]	O=C(c1ccncc1)N1C[C@@H]2OCC(=O)N(Cc3ccncc3)[C@@H]2C1
23%	CC(C)N1CCN(C2CCOC3(CCN(C(=O)Nc4ccccc4F)CC3)C2)CC1 (stereo not drawn)
-5%	O=C(N1CCCC1)C1(CCO)CC12CCOCC2 (stereo not drawn)
66%[activator]	CN(Cc1cc(C2CC2)n[nH]1)c1nccc(-c2cccnc2)n1
5%[176 µM]	Cc1ccc(-c2cn3c(n2)CO[C@@H](CNC(=O)c2ccc(Cl)cc2)C3)cc1
-5%	CCc1cccc(NC(=O)CN2CC3CC(C2)[C@H]2CCCC(=O)N2C3)c1 (stereo partly drawn)
-20%	Cc1cc(F)ccc1-n1c(SCC(=O)NC2CCCC2)nc2ccsc2c1=O
6%[12.5 µM]	CC(C)C1=NOC2(CCN(C3CCCCC3)CC2)C1
-1%[176 µM]	CC1=C[C@@H](CN2C(=O)C(C)=C(C)C2=O)[C@H](C(C)C)C[C@H]1Cc1nc2c(C)cccc2[nH]1

Arranged by value in 12-LOX inh (low to high): 3 of the compounds above
| Structure | 12-LOX inh |
| --- | --- |
| O=C(NCCc1ccncc1)c1ccccc1Br | -18% |
| CCN1c2cc(C(=O)N3CCN(c4ccccc4)CC3)ccc2C(=O)N2CCCCC21 (stereo not drawn) | 3% |
| CC(C)N1CCN(C2CCOC3(CCN(C(=O)Nc4ccccc4F)CC3)C2)CC1 (stereo not drawn) | 23% |

These rows are one share of the data (hit frequency here may not be typical).
